# From PubChem BioAssay
# NR2E3 ag-1 = human photoreceptor-specific nuclear receptor agonism; Q9Y5X4; hit rate 0.35% among 360,000; AID 602229; CHO-S Gal4-NCOR/VP16-NR2E3 two-hybrid, luciferase; inhibition of corepressor binding, % at 3.98 µM;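 active = inhibition above the mean of all tested compounds plus 3 SD, cut at about 70% in these data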;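 note: 0% = DMSO with NR2E3 transfected cells and 100% = cells lacking NR2E3 construct; higher means lower luciferase signal from less NR2E3 corepressor binding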
# Target sequence (Q9Y5X4 whole entry, looked up, the tested form may be a part): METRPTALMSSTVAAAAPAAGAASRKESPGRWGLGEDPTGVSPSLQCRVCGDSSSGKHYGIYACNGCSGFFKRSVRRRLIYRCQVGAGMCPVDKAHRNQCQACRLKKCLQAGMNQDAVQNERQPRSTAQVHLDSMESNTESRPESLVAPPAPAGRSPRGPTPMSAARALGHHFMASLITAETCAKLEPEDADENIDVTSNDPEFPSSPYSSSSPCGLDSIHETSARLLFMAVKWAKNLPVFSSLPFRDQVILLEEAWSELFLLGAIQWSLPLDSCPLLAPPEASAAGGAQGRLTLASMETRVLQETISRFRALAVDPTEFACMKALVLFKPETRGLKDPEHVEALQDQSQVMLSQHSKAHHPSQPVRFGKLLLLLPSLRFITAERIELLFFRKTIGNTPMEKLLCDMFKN
# CF NFkB inh = cystic fibrosis NF-kB activation inhibition. KKLEB NF-kB-GFP reporter, PAF-induced, GFP fluorescence overnight. inhibition, % at 5 µM. hit rate 0.86% among 360,000. AID 588850;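 active = at least 50% inhibition at 5 µM, scaled per plate between neutral and stimulator controls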;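 note: PAF is a Pseudomonas aeruginosa culture filtrate used as stimulus; plate controls were PAF-stimulated DMSO wells for no effect and unstimulated DMSO wells for full effect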
# Shn3 inh set2 = reduces Shn3 3'UTR luciferase signal in osteoblasts. Clone20 osteoblast Shn3 3'UTR firefly luciferase, 24 h. inhibition, % at 12.5 µM. hit rate 0.52% among 360,000. AID 588674;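 active = mean inhibition of at least 75% with every replicate also reaching 75%; inconclusive = mean inhibition at least 75% but some replicate below; inactive = mean inhibition below 75%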;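 note: 0% = median of neutral control wells and 100% = pilot-screen positive control compound; some compounds past the cut are filed as inactive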
# Vif imaging = blocks HIV Vif function; HEK293T cells, Vif self-association by quenched fluorescence, imaging, 24 h; inhibition, % at 7.49 µM; hit rate 0.35% among 340,000; AID 602346; in the data active = inhibition above about 50%, passing the limit was not always enough; inconclusive = no clear call, values can overlap the other calls; inactive = below about 31%; note: some results filed as inactive read as strong as hits
# NR2E3 ag-2 = activates human photoreceptor nuclear receptor NR2E3. AID 2300. inhibition of corepressor binding, % at 4.78 µM. GST-NR2E3/biotin-RetCOR TR-FRET, 1536-well. hit rate 0.12% among 320,000;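 active = percent inhibition above the cutoff of mean plus 3 SD of all tested compounds, set per screening campaign, cut at about 20% in these data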;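 note: 0% = DMSO wells and 100% = biotin wells as full block of FRET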
#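 system = GST-tagged NR2E3 plus biotinylated RetCOR corepressor | input = 1.35 nM GST-NR2E3 | also added = 7 nM biotin-RetCOR | schedule = 5 h incubation at 4 °C | measured by = TR-FRET with europium anti-GST and streptavidin-D2, 340 nm excitation | read-out = percent loss of FRET ratio relative to control wells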
# KKLEB cytotox = CF airway cell cytotoxicity counter-screen. KKLEB CF airway cells viability, ATPlite luminescence, overnight; stronger effect = lower value; cells stimulated with P. aeruginosa culture filtrate. hit rate 0.36% among 360,000. activity change (cytotoxicity), % at 5 µM;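 active = corrected activity change at or below -50% at 5 µM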
# CaV13 ICDI inh = Primary screen for inhibitors of IQ motif and Ca2+-dependent inactivation inhibitor domain binding in CACNA1D, Förster resonance energy transfer in living cells, …; inhibition, % at 12.3 µM; hit rate 0.098% among 340,000; HEK cells, CFP/YFP FRET ICDI-IQ, plate reader, 10 min; percent FRET-ratio fall versus neutral wells;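 active = mean replicate inhibition of at least 30% and at least 1% of replicates passing that level; inconclusive = only one of the two criteria is met; inactive = neither criterion is met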;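 note: 0% = median of the neutral control wells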
# HIF-2a inh = inhibitors of HIF-2a; 786-0 RCC cells HIF-2a reporter, luciferase luminescence, overnight; inhibition, % at 18.8 µM; hit rate 0.72% among 360,000;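 active = inhibition of the luminescence signal of 40% or more relative to plate controls, in a single-dose primary screen at 18.75 µM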
# MITF TRPM1 inh = MITF TRPM1 promoter inhibition in SK-MEL-5 cells | inhibition, % at 12.5 µM | hit rate 0.83% among 330,000 | SK-MEL-5 TRPM1 promoter luciferase, 24 h | AID 488899;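 active = mean inhibition across replicates of 60% or more, whatever share of single replicates reaches that level; inconclusive = some that reach 60%, reason not given; inactive = mean inhibition across replicates below 60%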; note: values of inactives mirror those of a sister screen read the other way
# PDI turbidity = blocks human protein disulfide isomerase activity; P07237; PDI insulin aggregation turbidity, A650, 90 min; inhibition, % at 10 µM; hit rate 0.052% among 350,000; AID 588391;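 active = mean inhibition across replicates of 30% or more, whatever share of single replicates reach that level; inconclusive = mean inhibition below 30% while every single replicate reaches 30%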;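 note: absorbance from insulin aggregation driven by PDI reduction with DTT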
# Target sequence (P07237 whole entry, looked up): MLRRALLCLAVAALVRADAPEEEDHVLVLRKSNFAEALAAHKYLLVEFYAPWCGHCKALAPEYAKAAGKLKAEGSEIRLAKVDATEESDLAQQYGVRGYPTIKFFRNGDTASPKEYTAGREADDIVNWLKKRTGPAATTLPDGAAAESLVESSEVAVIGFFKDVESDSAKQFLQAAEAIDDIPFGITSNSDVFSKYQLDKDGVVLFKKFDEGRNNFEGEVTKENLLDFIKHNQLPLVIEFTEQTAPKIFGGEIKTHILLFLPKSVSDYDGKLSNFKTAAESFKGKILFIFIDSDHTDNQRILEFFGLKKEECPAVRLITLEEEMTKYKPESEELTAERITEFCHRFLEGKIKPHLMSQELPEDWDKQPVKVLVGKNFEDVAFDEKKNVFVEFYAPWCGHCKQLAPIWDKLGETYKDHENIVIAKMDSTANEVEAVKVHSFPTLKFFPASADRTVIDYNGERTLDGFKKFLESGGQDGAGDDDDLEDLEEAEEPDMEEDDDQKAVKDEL
# Peg3 prom inh = inhibitors of Peg3 promoter | inhibition, % at 20 µM | hit rate 1.7% among 360,000 | AID 588405 | HeLa PEG-Prom luciferase reporter, luminescence, overnight;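 active = inhibition of at least 50% at 20 µM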
# The depositor's hits bear a star; ? = inconclusive; . = not tested or not shown.
SMILES,NR2E3 ag-1,CF NFkB inh,Shn3 inh set2,Vif imaging,NR2E3 ag-2,KKLEB cytotox,CaV13 ICDI inh,HIF-2a inh,MITF TRPM1 inh,PDI turbidity,Peg3 prom inh
CC(C)=CCC(C)(C)C1OCCN1C(=O)Nc1ccccc1 (stereo unspecified),-20,-1,6,-3,3,-4,-3,-10,-14,-11,-9
Cc1ccc(-c2noc(CN(C(=O)CCCCCN3C(=O)c4ccccc4C3=O)C(C)C)n2)cc1,8,-8,20,6,-4,1,.,11,5,12,27
CCOc1cc(-c2cc(N)n[nH]2)cc(OCC)c1OCC,5,-3,1,-2,3,-4,-5,9,.,.,14
COc1ccccc1NC(=O)/C=C\C(=O)O,-12,-5,14,-3,-1,12,-5,-1,4,-5,5
O=c1[nH]c(C(F)(F)F)nc2c1nnn2Cc1ccccc1F,-14,8,-20,-18,2,-2,-3,7,-1,-1,-2
CCN1CCN(CC(=O)c2c[nH]c3ccccc23)CC1,-36,-2,8,7,2,3,-6,7,6,9,5
COc1ccc([N+](=O)[O-])cc1Nc1c2ccccc2nc2ccccc12,-21,2,35,6,2,-35,-2,15,32,3,58*
COC(=O)c1sc(NC(=O)c2c(C)noc2C)nc1C,-33,-11,6,12,0,7,.,-23,-2,-4,-34
COc1ccc(NC(=O)COC(=O)CN2C(=O)c3ccccc3C2=O)cc1,-7,-20,1,-5,.,13,-6,14,-8,1,14
CC(=O)Nc1ccc(S(=O)(=O)Nc2cc(C)ccn2)cc1,-13,-14,-24,11,2,16,.,17,-7,-1,14
C=CCOc1ccc(/C(O)=C2/C(=O)C(=O)N(CCCn3ccnc3)C2c2ccco2)cc1 (stereo unspecified),-17,12,10,16,2,-6,-2,-19,9,20,-24
CCCNCc1nnc(-c2ccccc2Cl)o1,-6,7,-11,2,6,6,-4,-55,-16,-1,-42
O=S(=O)(Cc1cc(Sc2ccccc2)nc(-c2ccccc2)n1)c1ccccc1,-45,11,-19,4,2,2,0,10,2,-3,28
COc1cccc(N2CC(NC(=O)c3cccc4ccccc34)CC2=O)c1 (stereo unspecified),-5,20,-4,-10,-1,-12,-5,12,3,-10,17
CCC1(C)N(O)C(C)(C)C(c2ccc(F)cc2)=[N+]1[O-] (stereo unspecified),-1,7,-9,.,-1,-1,-4,5,3,7,13
CCN(CC)S(=O)(=O)c1ccc(NS(=O)(=O)c2ccc(O)c([N+](=O)[O-])c2)cc1,12,-6,-15,-12,1,6,-15,-2,-15,-1,-76
Cc1cc(C)n2nc(C(=O)OCC(=O)Nc3ccc(C)c(F)c3)nc2n1,-11,-14,3,1,.,10,-5,-13,-9,6,14
C/C(=N\NC(=O)c1cc(C)nc2ccccc12)c1cccc(Cl)c1,-55,7,11,-3,1,-18,-2,13,6,1,14
CCOc1ccc(-c2cccc(NS(=O)(=O)c3ccccc3[N+](=O)[O-])c2)nn1,-21,6,-13,-3,-2,-6,-7,-26,12,-18,-12
Cc1nn(C)cc1S(=O)(=O)N1CCN(Cc2ccccc2Cl)CC1,-18,3,4,-1,-2,-1,-4,3,-9,1,4
Cc1nnsc1NC(=O)OCC(C)(C)C,-12,-3,12,4,1,9,-4,4,8,-8,19
CCc1sc(C(=O)Nc2ccc3nc(C)sc3c2)cc1C,-117,18,-92,-3,.,7,-18,-332,-87,-1,-338
CCn1c(SCC(=O)Nc2ccc3c(c2)OCO3)nnc1C(C)C,-2,2,-4,10,-4,8,-3,0,10,-4,-30
O=C(NCCc1cccc(F)c1)C1CCC(=O)N(CCCc2ccccc2)C1 (stereo unspecified),-6,17,-4,1,-1,-7,-6,0,-4,1,3
CN(CC(=O)Nc1ccc(F)c(F)c1F)C(=O)c1ccc2c(c1)S(=O)(=O)N=C1CCCCCN12,-8,14,6,3,2,4,-7,1,0,5,-3

# New compounds follow:
SMILES,NR2E3 ag-1,CF NFkB inh,Shn3 inh set2,Vif imaging,NR2E3 ag-2,KKLEB cytotox,CaV13 ICDI inh,HIF-2a inh,MITF TRPM1 inh,PDI turbidity,Peg3 prom inh
CCN(CC)C(=O)CSc1ncnc2sc(C)c(C)c12,-5,2,8,-4,-4,15,-3,2,11,0,16
CSc1nc(C)cc(Oc2ccccc2)n1,1,11,3,6,2,0,-4,8,5,-1,0
CCC(=O)NCCc1nc2cc(NC(=O)c3ccco3)ccc2n1C,-23,0,-26,-4,-1,0,-3,-136,-41,-12,-154
COCCNC(=O)C(C)N(c1ccc(OC)cc1)S(C)(=O)=O (stereo unspecified),1,-4,6,0,-1,-2,-4,11,2,1,-7
Cc1ccc(C)c(-c2nc3cc(N)ccc3o2)c1,3,-30,20,-6,-1,13,-5,65*,20,1,-167
Cn1cnc(S(=O)(=O)Nc2ccc3c(c2)OCCO3)c1,-1,-15,-9,.,-2,4,-5,10,5,-9,0
COc1ccc(/C=N/NC(=O)COc2ccccc2-c2ccccc2)cc1,38,30,-28,?,0,-25,-5,22,31,11,20
C=CCC[C@H](Cc1ccc(F)cc1)C(=O)OC[C@@H](NC(=O)[C@H](CC=C)CC(=O)NCCO)C(C)(C)C,-5,-10,1,-12,.,14,-4,15,1,9,-4
O=C(Cn1nc(C(=O)O)c2ccccc2c1=O)Nc1cc(Cl)ccc1-n1cncn1,-17,10,-18,11,4,-8,-2,5,-7,12,-2
O=[N+]([O-])c1ccc(CN2CCSCC2)cc1,0,11,-13,0,-3,-7,-2,9,1,12,10
OCC1(Cc2ccccc2)CCN(C2CCN(c3ccccc3F)CC2)CC1,19,2,14,-1,0,-21,-2,1,15,-2,7
N#Cc1cnn2c1nc(N1CCCCC1)c1ccccc12,16,43,-1,13,0,-40,-7,25,28,-12,51*
O=C(NCCc1ccccc1)c1cc(-c2ccco2)on1,-200,-12,-106,13,-1,0,-8,-358,11,0,-163
CCOC(=O)C1=C(COC(=O)c2nc(Cl)ccc2Cl)NC(=O)NC1C (stereo unspecified),-18,7,-5,10,.,-22,-6,12,10,8,10
O=C(C[n+]1ccccc1)Nc1ccc(Cl)c([N+](=O)[O-])c1,1,-3,-2,3,1,7,-3,17,0,3,14
O=C(C1CCN(S(=O)(=O)N2CCOCC2)CC1)N1CCN(c2ccc(F)cc2)CC1,26,10,25,-6,-4,-5,-3,32,16,-3,16
Cn1ccc(C(=O)OCC(=O)Nc2ccccc2)n1,-8,-6,-5,-1,.,-7,-20,2,8,-2,-4
CCOC(=O)c1cc2c(=Cc3ccc(N(C)C)cc3)c3ccccc3n2[n+]1C,13,-21,?,-11,.,-8,-12,-52,86*,5,47
Cn1cccc1-c1nc2ccccc2n1Cc1ccccc1,-26,0,10,-11,0,0,-1,11,11,-8,13
Cc1ccc(C2(c3ccccc3)NC(=O)N(CC(=O)NCc3ccccc3)C2=O)cc1C (stereo unspecified),21,-5,11,-8,1,3,-4,14,12,26,12
Cc1ccc(-c2nnc3ccc(SCC(=O)N4CCCc5ccccc54)nn23)cc1,3,22,13,-7,-3,-4,-5,25,13,-17,29
O=S(=O)(NCC1CCCO1)c1ccc(S(=O)(=O)N(Cc2ccc(F)cc2)Cc2ccccn2)cc1 (stereo unspecified),-1,14,5,2,-4,1,-14,30,5,-3,14
Cc1ccc(S(=O)(=O)N2CCC(C(=O)N3CCC[C@H]3C(=O)NCC(C)C)CC2)cc1,-17,8,9,8,-1,-1,-8,13,4,7,8
CC(C)/C(C=O)=C(/NC1CCCCC1)c1ccccc1,22,13,-5,-16,-1,0,-3,7,0,-1,4
CC(C)C(=O)NNc1nc2ccccc2s1,-58,-30,-76,-1,2,11,-8,-271,-76,5,-188

# (list continues)
SMILES,NR2E3 ag-1,CF NFkB inh,Shn3 inh set2,Vif imaging,NR2E3 ag-2,KKLEB cytotox,CaV13 ICDI inh,HIF-2a inh,MITF TRPM1 inh,PDI turbidity,Peg3 prom inh
CC(=O)Oc1ccc(N2C(=O)CC(N3CCOCC3)C2=O)cc1 (stereo unspecified),-29,-12,1,7,-1,-2,0,-2,3,2,-1
O=C(CCl)N(Cc1cccc([N+](=O)[O-])c1)c1cccc(Cl)c1,-6,90*,9,-20,.,-96*,-14,41*,66*,2,109*
CCN(CC)S(=O)(=O)c1cccc(C(=O)NC(Cc2c[nH]c3ccccc23)c2nnc3n2CCC3)c1 (stereo unspecified),-20,-1,6,-12,-2,12,-10,9,5,17,-8
Cc1ccccc1C(=O)N1CCC(C(=O)N(CC(C)C)c2c(N)n(Cc3ccccc3)c(=O)[nH]c2=O)CC1,-18,-25,-16,16,-3,-2,-6,2,-4,2,-7
CC1CCN(C(=O)C(C)OC(=O)CSc2ccc([N+](=O)[O-])cc2)CC1 (stereo unspecified),11,20,18,-2,0,-13,-7,8,6,-7,-8
CC(=O)Nc1nc2ccc(Br)cc2s1,-46,29,-87,.,1,-18,-8,-178,-28,1,-299
COc1ccc2oc(C(=O)OCC(=O)NC3CCCCC3)c(C)c2c1,-6,-8,-34,.,-2,-3,-1,-49,-20,6,-14
CC(Nc1nc(Nc2ccc(F)cc2)nc(SCC(N)=O)n1)c1ccccc1 (stereo unspecified),-39,-22,18,-3,4,-2,-4,25,12,1,28
Cc1ccccc1NC(=O)Cn1c(=O)n(Cc2ccccc2)c(=O)c2c(C)c(C)sc21,10,22,3,2,2,-28,-6,13,-13,-4,9
CC1CCCC(NC(=O)CSc2ncnc3ccccc23)C1C (stereo unspecified),15,16,10,16,.,-26,-5,-7,9,6,-12
COc1ccc(-n2c(Cc3cccn3C)nnc2SCC(=O)NC2CCCCC2)cc1,-31,-18,-3,-4,3,-4,-10,6,.,.,1
CC(=O)Nc1cccc(C(=O)N(Cc2ccccc2)Cc2ccccc2)c1,-4,17,1,-6,3,-6,-3,7,3,-2,6
CCOc1cc(/C=N/NC(N)=O)cc(Br)c1OCc1ccccc1F,-7,-34,14,-10,-2,3,-2,27,-5,-2,14
Cn1c(=O)c(C(=O)CN2CC(=O)Nc3ccccc32)c(N)n(Cc2ccccc2)c1=O,-15,16,-15,14,-1,-11,2,11,-7,-2,-1
O=P(O)(C(O)c1ccccc1)C(O)c1ccccc1 (stereo unspecified),24,2,2,-1,1,-12,-6,-1,13,-10,-5
CC(C)CN(C(=O)COc1cccc(-n2cnnn2)c1)C1CCS(=O)(=O)C1 (stereo unspecified),1,7,0,-5,-2,5,-7,12,5,-2,5
Brc1ccc(OCCOc2cccc3cccnc23)cc1,-17,-11,-15,-10,0,4,-15,-83,-63,5,-68
CCN(C(=O)CN1CCN(c2ccc(OC)cc2)CC1)c1c(N)n(Cc2ccccc2)c(=O)[nH]c1=O,-22,11,-56,19,-5,-16,.,17,19,3,15
